Screens: PubChem, National Center for Advancing Translational Sciences (NCATS)
SNCA expr inhib – Primary qHTS assay for inhibitors of alpha-synuclein gene (SNCA) expression; HEK-293 SNCA-luciferase knock-in, luminescence, 24 h; Potency, µM (top dose mostly 57.2 µM), for the others: at the highest dose activity change, negative = inhibition, most hits filed as inhibitors; actives 0.17% (n = 140,000); AID 1671194, 2021;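 note: potency is the fitted concentration of half-maximal effect; plate controls were DMSO cells for no effect and cell-free wells for full effect; nearly all actives have a fitted effect of over 45% in size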
Luciferase inh – Firefly luciferase inhibition profiling of diverse chemical library using quantitative high-throughput screening; actives 2.5% (n = 76,000); Potency, µM (series often up to 115 µM), inactives show at the highest dose activity change, negative = inhibition, most hits filed as inhibitors; purified P. pyralis luciferase, luminescence, biochemical; AID 1347043, 2019; Luciferin 4-monooxygenase (Photinus pyralis), P08659; note: potency is the fitted concentration of half-maximal effect; nearly all actives have a fitted effect of over 65% in size
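Cell-free enzyme assay, 10nM P. pyralis luciferase, luciferin and ATP each at 10uM. Inhibition profiled over a 6-point titration, read as luminescence.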
GPT2 inh – Primary qHTS assay for inhibitors of Glutamate pyruvate transaminase 2 (GPT2). Alanine aminotransferase 2 (Homo sapiens), Q8TD30. Recombinant GPT2, coupled pyruvate oxidase/HRP Amplex Red fluorescence. AID 1671188, 2021. Potency, µM (top dose mostly 57.7 µM), without a hit: at the highest dose activity change, negative = inhibition, actives largely listed as inhibitors. actives 0.25% (n = 100,000); note: potency is the fitted concentration of half-maximal effect; nearly all actives have a fitted effect of over 60% in size; many of its hits are not listed in these tables
Target sequence (Q8TD30 whole entry, looked up): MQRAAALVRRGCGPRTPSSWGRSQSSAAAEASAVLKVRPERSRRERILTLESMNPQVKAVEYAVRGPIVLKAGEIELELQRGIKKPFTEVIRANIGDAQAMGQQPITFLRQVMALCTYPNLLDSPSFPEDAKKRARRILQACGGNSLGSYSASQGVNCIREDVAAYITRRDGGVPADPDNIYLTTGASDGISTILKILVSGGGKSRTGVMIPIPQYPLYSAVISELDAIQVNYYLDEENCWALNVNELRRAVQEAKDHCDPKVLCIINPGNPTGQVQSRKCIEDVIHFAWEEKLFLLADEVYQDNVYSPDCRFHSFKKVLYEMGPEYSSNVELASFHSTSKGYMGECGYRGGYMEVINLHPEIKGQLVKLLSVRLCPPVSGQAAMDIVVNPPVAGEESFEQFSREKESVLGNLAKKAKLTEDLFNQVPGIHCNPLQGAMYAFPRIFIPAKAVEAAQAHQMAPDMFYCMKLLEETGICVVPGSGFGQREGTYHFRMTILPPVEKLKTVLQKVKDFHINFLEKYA
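Recombinant GPT2 (10ng/uL) with 250uM a-KG and 2mM L-alanine, 30 min at room temperature, in HEPES pH 7.5 buffer. Pyruvate detected by pyruvate oxidase/HRP/Amplex Red fluorescence after 30 min in the dark; AOA (50uM) as positive control.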
HEK293 viab – GF-AFC viability counterscreen for inhibitors of alpha-synuclein gene (SNCA) expression; Potency, µM (top dose mostly 57.1 µM), for inactives: at the top dose activity change, negative = cytotoxicity, actives largely listed as cytotoxic; HEK-293-SNCA-luc viability, GF-AFC fluorescence, 24 h; AID 1671193, 2021; actives 0.12% (n = 150,000);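 note: potency is the fitted concentration of half-maximal effect; 0% = DMSO-treated cells and -100% = medium-only wells without cells; nearly all actives have a fitted effect of over 30% in size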
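Cytotoxicity counterscreen: after 24 h compound treatment of genome-edited SNCA-luciferase HEK-293 cells, live-cell protease substrate GF-AFC read by fluorescence after 30 min; activity scaled between DMSO (0%) and medium-only (-100%), curves Hill-fitted.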
HEK cytotox – Cytotoxic Profiling in HEK 293 Cell Line of Diverse Libraries Using Quantitative High-Throughput Screening. actives 6.6% (n = 94,000). HEK 293 viability, ATP luminescence (CellTiter-Glo), 48-72 h. Potency, µM (series often up to 115 µM), without a hit: top-dose activity change, negative = cytotoxicity, actives largely listed as inhibitors; note: potency is the fitted concentration of half-maximal effect; nearly all actives have a fitted effect of over 60% in size
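Cells seeded first (HEK 293, 250 cells/well), then compound added by pintool. Incubation ran 48 or 72 hr at 37 degree Celsius. CellTiter-Glo was added and luminescence imaged after 10 min at room temperature.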
IP6K1 inhibitor – Primary qHTS assay for small molecule inhibitors of Inositol hexaphosphate kinase 1 (IP6K1); activity change, % (series mostly up to about 58 µM); actives 0.81% (n = 140,000); IP6K1 kinase, ADP-Glo luminescence, 2 h; hits give low values; AID 1645851, 2021; Inositol hexakisphosphate kinase 1 (Homo sapiens), Q92551; in the data active = activity change below about -25%
Target sequence (Q92551 whole entry, looked up): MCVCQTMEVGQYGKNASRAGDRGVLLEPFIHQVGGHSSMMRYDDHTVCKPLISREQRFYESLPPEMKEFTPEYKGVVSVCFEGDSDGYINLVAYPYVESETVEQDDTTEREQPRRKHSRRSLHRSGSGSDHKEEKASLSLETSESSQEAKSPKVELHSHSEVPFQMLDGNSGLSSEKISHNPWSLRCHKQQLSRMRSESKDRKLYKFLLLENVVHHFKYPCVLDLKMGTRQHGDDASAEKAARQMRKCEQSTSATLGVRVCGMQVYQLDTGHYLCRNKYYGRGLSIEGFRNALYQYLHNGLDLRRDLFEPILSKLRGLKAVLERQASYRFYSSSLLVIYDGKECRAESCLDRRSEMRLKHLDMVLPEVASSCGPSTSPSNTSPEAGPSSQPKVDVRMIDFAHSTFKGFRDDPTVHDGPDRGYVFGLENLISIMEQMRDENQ
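ADP-Glo luminescence measures ADP made by human IP6K1 during a 2 h RT reaction with ATP/IP6 (mix at 1.3 mM/130 uM); top library doses 57.5 and 19.1 uM final.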
3T3 cytotox – Cytotoxic Profiling in NIH 3T3 Cell Line of Diverse Libraries Using Quantitative High-Throughput Screening; NIH 3T3 viability, CellTiter-Glo ATP luminescence, 48-72 h; Potency, µM (highest dose often 96.7 µM), inactives show at the top dose activity change, negative = cytotoxicity, usual class: inhibitors; actives 4.3% (n = 94,000); note: potency is the fitted concentration of half-maximal effect; nearly all actives have a fitted effect of over 55% in size
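First NIH 3T3 cells are plated at 400 cells/well; next compound is pinned in; then plates incubate 48 or 72 hr at 37 °C; finally CellTiter-Glo is added and luminescence read after 10 min.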
Starred values were filed as active, the others as inactive; i = inactive; ? = inconclusive; . = not tested or not shown; & = joins results of further samples; ! = a repeat was not active; [ ] = remark or other dose. Unless noted, calls come from the whole dose curve; as a rule, active = well fitted curve in the direction sought with a large enough effect; inconclusive = small, poorly fitted or top-dose-only effect, or another doubt; inactive = no such curve, though single readings can be large; an effect the other way counts as inactive or inconclusive. Unless noted, % is set by controls: 0 for no effect and ±100 for the full control effect. This is a subset (hit frequency here may not be typical).

Below each SMILES: SNCA expr inhib, Luciferase inh, GPT2 inh, HEK293 viab, HEK cytotox, IP6K1 inhibitor, 3T3 cytotox
- Cc1ccc(NC(=O)c2cnc3cc(C)ccn3c2=O)c(C)c1
    220%[activator], ., ., -5%, ., 15, .
- COc1ccc(C2(C(=O)N3CCC(c4n[nH]c(=O)n4-c4ccccc4)CC3)CC2)cc1
    5%, 4%, -10%, -3%, 10%, -8, -8%
- Cc1cc(F)ccc1NC(=O)CCn1ccn2nc3c(c2c1=O)CCCC3
    -3%, 9%, -11%, -1%, -8%, 12, -12%
- CCOc1ccccc1NC(=O)N1CCC(N2CC3CC(C2)[C@H]2CCCC(=O)N2C3)CC1 (stereo partly specified)
    2%, 0%, 2%, -8%, 5%, -3, -4%
- C[C@@H](c1ccccc1)N(C(N)=NC#N)c1cccc2ncccc12
    ., ., i, 9%, ., -7, .
- O=C(c1cnc2ccccc2c1)N1CC[C@H](N2CCOCC2)[C@H](CCCO)C1
    2%, 1%, 4%, 0%, -6%, 10, i
- COCCN1C(=O)c2cccn2CC1CNC(=O)Cc1cccc(OC)c1 (stereo unspecified)
    15%, -1%, i, 0%, -1%, -4, -7%
- COc1ccc(C(=O)N2CCCN(c3cc(-c4ccccc4)[nH]n3)CC2)cc1F
    ?, -3%, ?, -19%, ?, 5, -14%
- O=C1c2ccccc2CN1C1CCN(CC2CCCCC2)CC1
    -9%, ., i, -1%, 3%, -6, i
- CC(C)(C)CN1CCOC[C@H]1c1nc(C(C)(C)C)co1
    3%[87.6 µM], -10%[230 µM], 4%[88.5 µM], 2%[87.6 µM], -24%[230 µM], 8, -31%[174 µM]
- Cc1ccccc1NC(=O)c1ccc(Cl)c(S(=O)(=O)N2CCCCCC2)c1
    23%, ., ., 8%, ., -3, .
- O=C(c1ccsc1)N1CCCC(c2noc(COc3ccccc3F)n2)C1 (stereo unspecified)
    40%[activator], -8%, -3%, 3%, -29%, -5, ?
- O=C(NC1CCN(C(=O)c2ccc(-c3cncnc3)cc2)CC1)C1CCCC1
    -5%, ., i, 5%[12.5 µM], -14%, 10, -19%
- COc1cc(-c2noc(-c3ccc(N(C)C)c([N+](=O)[O-])c3)n2)cc(OC)c1OC
    6%, ., ., 0%, ., 6, .
- CCc1noc(-c2ccn3c(CNC(=O)CCc4cccc(OC)c4)nnc3c2)n1
    3%, 2%, i, 2%, -7%, 7, i
- Cc1ccc(C)c(Nc2ncnc3c2cnn3-c2ccc(F)cc2)c1
    105%[activator], ., ., -7%, ., 3, .
- CC(=O)Nc1ccc(CN2CCC(N3CCOCC3=O)CC2)cc1
    -14%&13%, ., i, 0%&1%, i, -15&-16, i
- O=C(Nc1ccc(Br)cc1)Nc1nc2c(s1)CCCCCC2
    67%[activator], ., ., -7%, ., 0, .
- CCCN(CCC)Cc1ccc(C(=O)NCc2c(C)noc2C)cc1
    8%, -5%, i, 26%, -9%, 10, ?
- CC1CN(c2cc3c(cc2F)c(=O)c(C(=O)O)cn3-c2ccc(F)cc2F)CCN1 (stereo unspecified)
    28%[2.29 µM], ., 4%[3.85 µM], -22%, ., 21, .
- Cn1cc(-c2cc3n(n2)CCC(=O)N3CCCC(=O)Nc2ccc(Cl)cc2)c2ccccc21
    1%, ., ., 7%, ., 25, .
- COc1cccc(CN2CCC[C@H]2C(=O)N2CCCCCCNC(=O)CC2)c1OC
    -17%, -2%, i, 4%, ?, -8, -21%
- O=C(NCc1cccs1)c1ccc(Cn2c(SCc3cccc(F)c3)nc3cccnc32)cc1
    4%, ., ., -21%, ., 6, .
- O=C(NCc1ccc(F)cc1F)C1CCN(C(=O)c2ccc(-c3cccs3)cc2)CC1
    ., ., ., ., ?, -13, ?
- COc1ccc(C(=O)Nc2ccc(-c3noc([C@@H]4CCCN4C)n3)cn2)cc1
    6%[87.6 µM], ?, 3%[88.5 µM], -16%[87.6 µM], ?, -14, -31%[138 µM]
- Cc1ccccc1Cn1cc(-c2ccncc2)cc1C(=O)N1CCN(c2ccccc2)CC1
    ?, 14%, -6%, -14%, ?, -9, ?
- CCN1C(=O)N(CC(N)=O)C(=O)C12CCN(Cc1cccc(Oc3ccccc3)c1)CC2
    ?, 0%, i, -4%, -24%, 8, -27%
- Cc1ccccc1C(=O)N1C(C(=O)NCC(C)C)COC12CCN(C(=O)c1cccc(Cl)c1)CC2 (stereo unspecified)
    2%, -8%, 0%, -2%, ?, 24, -35%
- CN(C)CCN1C(=O)c2cccc3cc(N)cc(c23)C1=O
    ?, ., -4%, -14%, ., ., .
- COc1ccc(F)cc1-c1cccc(C(=O)NCCNC(=O)c2cccnc2)c1
    ., ., ., ., ?, -6, 35µM*

An excerpt from above, reduced to SNCA expr inhib.
Molecule	SNCA expr inhib
Cc1ccccc1C(=O)N1C(C(=O)NCC(C)C)COC12CCN(C(=O)c1cccc(Cl)c1)CC2 (stereo unspecified)	2%
CN(C)CCN1C(=O)c2cccc3cc(N)cc(c23)C1=O	?

(next part)
Below each SMILES: SNCA expr inhib, Luciferase inh, GPT2 inh, HEK293 viab, HEK cytotox, IP6K1 inhibitor, 3T3 cytotox
- CCCN1CCc2[nH]cnc2C12CCN(C(=O)C1COc3ccccc3O1)CC2 (stereo unspecified)
    -4%, 7%, i, -5%, 1%, 2, -12%
- COc1ccc(N2Cc3cccc(C(=O)Nc4ccc(F)cc4)c3C2=O)cc1
    -13%, ., ., -15%, ., 15, .
- Cc1cn(C)c(CC(=O)NCc2ccccc2)c1C(=O)O
    24%, ., ., -11%, ., 1, .
- O=C(c1ccccc1)N1CCC2(CC1)C(=O)NN=C2c1cccnc1
    -24%, -3%, i, -1%, 1%, -1, -11%
- COCCN1C(=O)c2ccccc2C(C(=O)Nc2cc(Cl)ccc2OC)C12CCCC2 (stereo unspecified)
    -21%, -5%, i, -10%, ?, 18, -22%
- COc1ccc(Cl)cc1NC(=O)Cn1c(=O)oc2cc(S(=O)(=O)N3CCCCCC3)ccc21
    6%, ., ., 7%, ., 27, .
- O=C(c1ccc(Cl)cc1)N1CCCC2(C1)NC(=O)N(Cc1ccc(Cl)cc1)C2=O (stereo unspecified)
    -1%, -10%, i, 3%, ?, -13, -38%
- CCCCNC(=O)CN1C(=O)NC2(CCC(C)CC2)C1=O (stereo unspecified)
    4%, -5%, i, 6%, i, 7, 4%
- O=C(c1cscn1)N1CCCC2(CN[S+](=O)([O-])c3cccnc3O2)C1 (stereo unspecified)
    -13%, ., i, 6%, i, 12, i
- Cc1ccc(NC(=O)Cn2cccc2-c2nc(-c3ccccc3)no2)c(C)c1
    -16%, -1%, i, -4%, 9%, 30, i
- COc1ccc(CN2CCC(C3CCN(C(C)=O)CC3)C2)c(Cl)c1OC (stereo unspecified)
    -19%, 0%, i, -22%[12.5 µM], ?, -4, i
- COCCN(C)C[C@H]1C[C@H](CO)CN(C(=O)c2cc3ccccc3s2)C1
    -16%, 2%, ?, 0%, -6%, 9, -8%
- O=C(Nc1ccc(F)cc1F)N1C[C@@H](F)[C@@H](OCc2nc3ccccc3[nH]2)C1
    -4%[87.6 µM], -1%[172 µM], i, -15%[87.6 µM], 0%[172 µM], -4, -3%[138 µM]
- CC(C(=O)N1CCCN(C)c2ccccc21)c1ccccc1 (stereo unspecified)
    -5%, -6%, i, 0%, ?, -9, ?
- CCOc1ccccc1NC(=O)CSc1nc2c(c(=O)[nH]1)CCC2
    ?, ., ., 12%, ., -11, .
- NC(=O)c1cccc(-c2ncc3c(n2)OCCN(c2cccc(C(F)(F)F)c2)C3=O)c1
    2%[87.6 µM], -1%[172 µM], -11%[88.5 µM], -10%[87.6 µM], ?, 2, 16µM*
- COc1ccc(S(=O)(=O)NCCc2sc(-c3cccc(C)c3)nc2C)cc1
    -14%, ., ., ?, ., -5, .
- Cc1noc2c(N(C)C)cc(-c3cccs3)nc12
    -21%[87.6 µM], 13%[230 µM], ?, 9%[87.6 µM], ?, -16, ?
- O=C(c1ccc2c(c1)OCO2)N1CCCC2(CC(c3cccc(C(F)(F)F)c3)=NO2)C1 (stereo unspecified)
    3%, ., i, -3%, -27%, 8, -14%
- COCCOc1ncccc1-c1noc([C@@H]2CCCN2Cc2ccc(OC)cc2O)n1
    0%[87.6 µM], 1%[172 µM], -24%[88.5 µM], -10%[87.6 µM], -4%[172 µM], 17, -5%[174 µM]
- C[C@@H](NC(=O)C1=C[C@@H](NC(=O)Nc2ccc(F)cc2F)[C@@H](O)[C@H](O)C1)C(N)=O
    3%[87.6 µM], -1%[172 µM], -4%[88.5 µM], 1%[87.6 µM], 3%[172 µM], 4, 2%[174 µM]
- Cc1ccc(-c2cc(C(=O)NCc3cccs3)nn3cnnc23)cc1
    -10%, ., i, -6%, 0%, 10, -14%
- O=C1CO[C@H](c2ccc(NC(=O)C3CCOCC3)cc2)[C@@H](CO)N1
    -8%[87.6 µM], -5%[172 µM], i, 1%[87.6 µM], -2%[172 µM], -5, -6%[174 µM]
- CS(=O)(=O)N1CCCC(OCc2noc(-c3cccnc3)n2)C1 (stereo unspecified)
    9%, ., 3%, 2%, i, 10, -8%
- COC(=O)[C@@H]1Cc2ncn(C)c2CN1C(=O)c1ccccc1C(=O)O
    -1%[87.6 µM], -2%[172 µM], 3%[88.5 µM], 5%[87.6 µM], -8%[172 µM], 22, 1%[174 µM]
- O=C(Nc1ccc(C(=O)OCc2cc(=O)n3nc(C4CC4)sc3n2)cc1)c1cccc(F)c1
    11%, ., ., ?, ., 49, .
- O=C(c1ccc(Cl)nc1)N1CCC2(CC1)CC(c1cccc(C(F)(F)F)c1)=NO2
    ., ., ., ., 35µM*!, 21&5, ?
- O=C1N(C2CCCCC2)C[C@H]2CN(Cc3cccc(Cl)c3)CCN12
    -3%[87.6 µM], 1%[172 µM], -10%[88.5 µM], -7%[87.6 µM], ?, 1, ?
- O=C(NCCC1CCCCC1)C1CCCN(Cc2cccc(-c3ccsc3)c2)C1 (stereo unspecified)
    ., ., ., ., 45µM*, 2, ?
- Cn1ncc2c(C(=O)NCc3cccs3)cc(-c3ccccc3F)nc21
    ., ., ., ., ?, -2, -23%
- COc1ccc(-n2c(C)nc3c(cnn3-c3ccc(C)c(C)c3)c2=O)cc1Cl
    ?, ., ., 8%, ., 32, .
- O=C(NC1CC1)c1ccc2nc(-c3ccncc3)oc2c1
    70%[activator][87.6 µM], ., i, 6%[87.6 µM], ?, 2, ?
